Bioassay records as filed in PubChem BioAssay.
RSV antiviral HEp-2: RSV antiviral activity via CPE protection, HEp-2 cells, primary 10 µM value included (AID 2391). HEp-2 cells, RSV-induced CPE inhibition; higher % means a stronger effect. 310,000 compounds, 0.13% hits. one-dose CPE inhibition, % at 10 µM; IC50 in µM for titrated hits; in the data active = a potency from the dose series; inconclusive = CPE inhibition mostly from about 23% at the one dose, without a potency; inactive = the rest, 99 in 100 with CPE inhibition below about 21%; also: strong numbers were not always called active
Salmonella PhoP GFP: PhoP-dependent GFP reporter repression – Salmonella Typhimurium, primary screen (AID 1863) | S. Typhimurium PhoP-regulated promoter GFP reporter, 4 h; higher % means a stronger effect | inhibition, % at 50 µM, or IC50 in µM where a hit was titrated | 300,000 compounds, 0.16% hits;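 active = inhibition over 29.93%, a cutoff 3 SD above the screen mean, later confirmed by dose response; inconclusive = inhibition over 29.93% but no dose response follow-up; inactive = inhibition at most 29.93% or unconfirmed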;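 also: 0% = low Mg2+ inducing control and 100% = high Mg2+ repressing control; strong numbers were not always called active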
WT yeast gro inh: growth inhibition of WT yeast, mitochondrial fusion screen; inhibition, % at 10 µM; mitochondrial fusion phenotypic screen, WT strain; 190,000 compounds, 2.1% hits; in the data active = inhibition above about 58%; tested in S. cerevisiae
MgcRacGAP inhibition: MgcRacGAP GTPase-activating activity inhibitors, confirmation, biochemical, ADP Hunter fluorescence; MgcRacGAP-stimulated Rac1 GTP hydrolysis, ADP Hunter fluorescence; higher % means a stronger effect; GST-tagged Rac1 F28L mutant substrate; inhibition, % at 30 µM; hits with a dose series show IC50 in µM; AID 624330; 340,000 compounds, 0.6% hits;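 active = first-screen hits whose inhibition reached a set limit at any dose in the follow-up dose series; inconclusive = inhibition above the set first-screen limit but never retested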;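 also: fluorescence reports GDP produced by GAP-driven GTP hydrolysis; strong numbers were not always called active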
b-catenin transl: modulators of beta-catenin nuclear translocation; HeLa beta-catenin nuclear translocation, immunofluorescence imaging; nuclear translocation activity, % at 5 µM; 190,000 compounds, 0.3% hits; AID 1665;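 active = nuclear translocation activity above 50% at 5 µM, with a well cell count of 50 or more; inconclusive = wells under 50 cells across six images, flagged as toxic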;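 also: per-cell ratio of nuclear to cytoplasmic median beta-catenin stain intensity; plate controls were DMSO negative control for no effect and GSK-3 inhibitor IX positive control for full effect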
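System: Human HeLa cells, endogenous beta-catenin | Compound dosing: 5 µM primary, 0.02–20 µM confirmation | Timing: 24 h compound exposure at 37°C, 5% CO2 | Measured by: Fluorescence imaging of beta-catenin antibody stain plus DAPI | Read-out basis: % activation of per-cell nuclear versus cytoplasmic median beta-catenin signal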
West Nile antiviral: West Nile virus antiviral activity, cell-based, CPE readout (AID 1621). West Nile virus-infected cells, CPE inhibition; higher % means a stronger effect. 290,000 compounds, 0.02% hits. CPE inhibition, % at 10 µM, or IC50 in µM where a hit was titrated; in the data active = a potency from the dose series; inconclusive = CPE inhibition mostly from about 3.7% at the one dose, without a potency; inactive = the rest, 99 in 100 with CPE inhibition below about 2.2%; also: strong numbers were not always called active
SV40 large T antigen: TAg ATPase/helicase activity blockers – biochemical (AID 1903). SV40 large T antigen ATPase/helicase inhibition assay; higher % means a stronger effect. inhibition, % at 20 µM, or IC50 in µM where a hit was titrated. 310,000 compounds, 0.39% hits; in the data active = a potency from the dose series; inconclusive = inhibition mostly from about 32% at the one dose, without a potency; inactive = the rest, 99 in 100 with inhibition below about 32%; also: strong numbers were not always called active
T cell HTS: T cell immune modulators affecting CD8 T cell-vesicle binding; 2C CD8+ T cell-vesicle binding, flow cytometry; stronger effect = lower value; calls only at 7 µM; 330,000 compounds, 0.068% hits;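 active = response, share of CD8 T cells binding vesicles, and their 90th percentile fluorescence all below set limits, cut at about 80% in these data, passing the limit was not always enough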
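Assay system: 2C TCR transgenic mouse naive CD8+ T cells, MACS-purified | Read-out: CD8+ gate FL2 mean fluorescence as % of same-row positive control | Signal: High-throughput flow cytometry with anti-B7-1 and anti-CD8 staining | Timing: Binding step 1.5 h, 37 °C, antibody labelling 20 min, ice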
Myeloid diff MLP: promotes myeloid progenitor differentiation | 360,000 compounds, 1% hits | ER-HoxA9 myeloid progenitors, lysozyme-GFP differentiation, flow cytometry | calls only at 10 µM | AID 624256;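 active = normalized GFP-positive differentiation at or above the plate's own cutoff, the solvent-only control mean plus 3 SD; inconclusive = no clear call, values can overlap the other calls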;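 also: cells exposed to compound for four days before flow analysis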
WT yeast gro inh mutant strain: recorded beside WT yeast gro inh, whose call it bears; inhibition, %; mitochondrial fusion phenotypic screen, mutant strain inhibition
b-catenin transl cell count 5 µM: further read-out of b-catenin transl, marked with its call; cell count; measured here: cell count, cytotoxicity flag
T cell HTS vesicle-bound %: also measured in T cell HTS; calls as there; double positive events, %; measured here: CD8+ vesicle-bound cell fraction;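 binding gate set so that unloaded-vesicle control wells show 10% double positive cells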
Myeloid diff MLP GFP+ MAC1+ %: second read-out of Myeloid diff MLP, no call of its own (marks repeat the call); GFP+ MAC1+ double positive, %; measured here: differentiation confirmed by MAC1 staining
* = called active by the depositor. No enrichment for hits. About 3.6% of those tested had a hit in this group.

What do the screens show for `O=C(Nc1cccc(NC(=O)c2cncc(Br)c2)c1)c1cncc(Br)c1`?
RSV antiviral HEp-2: 0.0%; Salmonella PhoP GFP: -4%; MgcRacGAP inhibition: 6%; West Nile antiviral: -1.1%; SV40 large T antigen: 6%; T cell HTS: inactive; Myeloid diff MLP: inconclusive; T cell HTS vesicle-bound %: 51

What do the screens show for `Cc1cccc(S(=O)(=O)C(C#N)c2nc3ccccc3nc2N2CC(C)OC(C)C2)c1` (centres undefined)?
RSV antiviral HEp-2: 19%; Salmonella PhoP GFP: -22%; WT yeast gro inh: 5; MgcRacGAP inhibition: 5%; b-catenin transl: -0.5; West Nile antiviral: -0.7%; SV40 large T antigen: -6%; T cell HTS: inactive; Myeloid diff MLP: inactive; WT yeast gro inh mutant strain: 8; b-catenin transl cell count 5 µM: 1007; T cell HTS vesicle-bound %: 33; Myeloid diff MLP GFP+ MAC1+ %: 6.2

What do the screens show for `COc1ccc(CCCc2nnc(SCC(=O)NN)o2)c(C)c1`?
RSV antiviral HEp-2: 0.2%; Salmonella PhoP GFP: 15%; MgcRacGAP inhibition: 11%; West Nile antiviral: -0.3%; SV40 large T antigen: 5%; T cell HTS: inactive; Myeloid diff MLP: inactive; T cell HTS vesicle-bound %: 15; Myeloid diff MLP GFP+ MAC1+ %: 0.3

What do the screens show for `CCOc1ccc(C(=O)NCC(=O)N2CC=C(c3ccccc3)CC2)cc1OCC`?
RSV antiviral HEp-2: 0.2%; Salmonella PhoP GFP: -7%; MgcRacGAP inhibition: 6%; SV40 large T antigen: 13%; T cell HTS: inactive; Myeloid diff MLP: inactive; T cell HTS vesicle-bound %: 40; Myeloid diff MLP GFP+ MAC1+ %: 1.0

How did CN(C)c1ccc(C(=O)Nc2ccc(CN3CCS(=O)(=O)CC3)cc2)cc1 do in these assays?
Salmonella PhoP GFP: 3%; MgcRacGAP inhibition: 2%; b-catenin transl: -0.6; West Nile antiviral: -0.1%; SV40 large T antigen: 18%; T cell HTS: inactive; Myeloid diff MLP: inactive; b-catenin transl cell count 5 µM: 1382; T cell HTS vesicle-bound %: 36; Myeloid diff MLP GFP+ MAC1+ %: 0.3

Results for Cc1nnc(SCC(=O)c2ccc([N+](=O)[O-])cc2)s1 ?
RSV antiviral HEp-2: 1.2%; Salmonella PhoP GFP: 5%; WT yeast gro inh: -6; MgcRacGAP inhibition: 14%; b-catenin transl: -0.1; West Nile antiviral: -0.4%; SV40 large T antigen: 4%; T cell HTS: inactive; Myeloid diff MLP: inactive; WT yeast gro inh mutant strain: -7; b-catenin transl cell count 5 µM: 1541; T cell HTS vesicle-bound %: 29; Myeloid diff MLP GFP+ MAC1+ %: 0.6

What do the screens show for `O=C(COC(=O)Cn1cnc2ccccc21)Nc1cc(S(=O)(=O)N2CCOCC2)ccc1Cl`?
RSV antiviral HEp-2: 4.8%; Salmonella PhoP GFP: 3%; MgcRacGAP inhibition: 3%; b-catenin transl: 0.8; West Nile antiviral: 0.5%; SV40 large T antigen: 5%; T cell HTS: inactive; Myeloid diff MLP: inactive; b-catenin transl cell count 5 µM: 1342; T cell HTS vesicle-bound %: 25; Myeloid diff MLP GFP+ MAC1+ %: 0.4

How did Cc1ccccc1OC1C(=O)N(CC2CCCO2)C1c1ccc2c(c1)OCO2 (centres undefined) do in these assays?
RSV antiviral HEp-2: 0.3%; WT yeast gro inh: -2; MgcRacGAP inhibition: 9%; b-catenin transl: -0.7; West Nile antiviral: -1.0%; T cell HTS: inactive; Myeloid diff MLP: inactive; WT yeast gro inh mutant strain: -1; b-catenin transl cell count 5 µM: 1020; T cell HTS vesicle-bound %: 44; Myeloid diff MLP GFP+ MAC1+ %: 0.4

Results for O=C1Nc2ccc([N+](=O)[O-])cc2C1(O)N1CCCCCC1 (centres undefined) ?
RSV antiviral HEp-2: 1.1%; Salmonella PhoP GFP: 5%; WT yeast gro inh: 8; MgcRacGAP inhibition: 2%; West Nile antiviral: 1.5%; SV40 large T antigen: 3%; T cell HTS: inactive; Myeloid diff MLP: inactive; WT yeast gro inh mutant strain: 4; T cell HTS vesicle-bound %: 13; Myeloid diff MLP GFP+ MAC1+ %: 8.6

Results for COc1ccc(N(C)C(=O)c2ccc3snnc3c2)cc1 ?
RSV antiviral HEp-2: 2.0%; Salmonella PhoP GFP: -2%; WT yeast gro inh: 2; MgcRacGAP inhibition: 15%; b-catenin transl: -2.2; West Nile antiviral: 0.3%; SV40 large T antigen: 4%; T cell HTS: inactive; Myeloid diff MLP: inactive; WT yeast gro inh mutant strain: 1; b-catenin transl cell count 5 µM: 1085; T cell HTS vesicle-bound %: 33; Myeloid diff MLP GFP+ MAC1+ %: 2.7

What do the screens show for `CC1CN(CCCCSc2ccc(Cl)cc2)CC(C)O1` (centres undefined)?
RSV antiviral HEp-2: -0.8%; Salmonella PhoP GFP: -4%; MgcRacGAP inhibition: 20%; West Nile antiviral: -1.1%; SV40 large T antigen: 11%; T cell HTS: inactive; Myeloid diff MLP: inactive; T cell HTS vesicle-bound %: 29; Myeloid diff MLP GFP+ MAC1+ %: 1.0

What do the screens show for `Cc1nc2nc(C)n(-c3ccccc3)c2s1`?
RSV antiviral HEp-2: 6.2%; Salmonella PhoP GFP: -2%; WT yeast gro inh: 3; MgcRacGAP inhibition: 6%; b-catenin transl: -5.8; West Nile antiviral: 0.3%; SV40 large T antigen: 8%; T cell HTS: inactive; Myeloid diff MLP: inactive; WT yeast gro inh mutant strain: 17; b-catenin transl cell count 5 µM: 931; T cell HTS vesicle-bound %: 34; Myeloid diff MLP GFP+ MAC1+ %: 0.9

How did O=C(Nc1cc(Cl)ccc1-n1cncn1)C1CC1 do in these assays?
RSV antiviral HEp-2: 1.8%; Salmonella PhoP GFP: 4%; MgcRacGAP inhibition: -1%; SV40 large T antigen: 6%; T cell HTS: inactive; Myeloid diff MLP: inactive; T cell HTS vesicle-bound %: 31; Myeloid diff MLP GFP+ MAC1+ %: 0.4

How did Cn1c(CC(=O)Nc2ccccc2F)nnc1SCC(=O)NC1=NCCS1 do in these assays?
RSV antiviral HEp-2: 0.4%; Salmonella PhoP GFP: -6%; MgcRacGAP inhibition: 4%; West Nile antiviral: 0.8%; SV40 large T antigen: 8%; T cell HTS: inactive; Myeloid diff MLP: inactive; T cell HTS vesicle-bound %: 36; Myeloid diff MLP GFP+ MAC1+ %: 0.6

What do the screens show for `COc1ccccc1N1CCN(C(=S)Nc2cccc(C)c2)CC1`?
RSV antiviral HEp-2: 4.4%; Salmonella PhoP GFP: -2%; WT yeast gro inh: 2; MgcRacGAP inhibition: -3%; b-catenin transl: 5.6; West Nile antiviral: 0.1%; SV40 large T antigen: 1%; T cell HTS: inactive; Myeloid diff MLP: inactive; WT yeast gro inh mutant strain: -6; b-catenin transl cell count 5 µM: 1361; T cell HTS vesicle-bound %: 65; Myeloid diff MLP GFP+ MAC1+ %: 0.1

How did CN(C)C1=NCCN1CCCC1CCCCC1 do in these assays?
RSV antiviral HEp-2: -1.1%; MgcRacGAP inhibition: 12%; SV40 large T antigen: 5%; T cell HTS: inactive; Myeloid diff MLP: inactive; T cell HTS vesicle-bound %: 47; Myeloid diff MLP GFP+ MAC1+ %: 2.2

Results for CC(C)CCNC(=O)C(c1ccco1)N(Cc1ccccc1)C(=O)c1snc(C(N)=O)c1N (centres undefined) ?
RSV antiviral HEp-2: 1.3%; Salmonella PhoP GFP: 26%; WT yeast gro inh: 41; MgcRacGAP inhibition: 4%; b-catenin transl: -6.1; West Nile antiviral: -1.1%; SV40 large T antigen: -10%; T cell HTS: inactive; Myeloid diff MLP: inactive; WT yeast gro inh mutant strain: -3; b-catenin transl cell count 5 µM: 985; T cell HTS vesicle-bound %: 57; Myeloid diff MLP GFP+ MAC1+ %: 1.5

What do the screens show for `CC(=O)/C(=N\Nc1ccccc1)Oc1ccc([N+](=O)[O-])cc1`?
RSV antiviral HEp-2: 2.1%; Salmonella PhoP GFP: 3%; WT yeast gro inh: 8; MgcRacGAP inhibition: 5%; b-catenin transl: 0.8; West Nile antiviral: -0.3%; SV40 large T antigen: 0%; T cell HTS: inactive; Myeloid diff MLP: inactive; WT yeast gro inh mutant strain: 12; b-catenin transl cell count 5 µM: 1011; T cell HTS vesicle-bound %: 36; Myeloid diff MLP GFP+ MAC1+ %: 0.3

How did Cc1ccc(S(=O)(=O)N2CCCCC2CCNC(=O)C(=O)NC2CCCC2)cc1 (centres undefined) do in these assays?
RSV antiviral HEp-2: -0.7%; Salmonella PhoP GFP: 5%; MgcRacGAP inhibition: -1%; SV40 large T antigen: 18%; T cell HTS: inactive; Myeloid diff MLP: inactive; T cell HTS vesicle-bound %: 21; Myeloid diff MLP GFP+ MAC1+ %: 0.5

Results for Cc1ccc(NC(=O)CN(C)C(=O)c2cc3ccccc3o2)cc1 ?
RSV antiviral HEp-2: 0.0%; Salmonella PhoP GFP: -4%; WT yeast gro inh: -7; MgcRacGAP inhibition: 9%; b-catenin transl: -1.9; West Nile antiviral: 0.3%; SV40 large T antigen: 9%; T cell HTS: inactive; Myeloid diff MLP: inactive; WT yeast gro inh mutant strain: 8; b-catenin transl cell count 5 µM: 1044; T cell HTS vesicle-bound %: 41; Myeloid diff MLP GFP+ MAC1+ %: 0.1

How did O=C(NCc1ccc(Cl)cc1)c1ccc2c(=O)n(CC3CCCO3)c(=S)[nH]c2c1 (centres undefined) do in these assays?
RSV antiviral HEp-2: 6.5%; Salmonella PhoP GFP: 14%; MgcRacGAP inhibition: 3%; West Nile antiviral: -0.3%; SV40 large T antigen: 4%; T cell HTS: inactive; Myeloid diff MLP: inconclusive; T cell HTS vesicle-bound %: 47

What do the screens show for `Cc1ccc(S(=O)(=O)c2ccc([N+](=O)[O-])cn2)cc1`?
RSV antiviral HEp-2: -4.5%; Salmonella PhoP GFP: 5%; MgcRacGAP inhibition: 6%; West Nile antiviral: -1.5%; SV40 large T antigen: 20%; T cell HTS: inactive; Myeloid diff MLP: inconclusive; T cell HTS vesicle-bound %: 5
